Source: PubChem BioAssay (National Center for Advancing Translational Sciences (NCATS))
HTT cytoprotect = cytoprotection in Huntington HTT-Q103 PC12 cell model | PC12 HTT-Q103 induced, cytoprotection, ATP luminescence, 40 h | Potency, µM (doses to about 56.4 µM), for the others: cytoprotection (ATP increase), most hits filed as activators | hit rate 0.14% among 230,000;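 further: % of control where 0% means no effect; nearly all actives have a fitted effect of over 45% in size; toxic huntingtin expression switched on by the ecdysone agonist tebufenozide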
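Readout: ATPlite luminescence (ATP level). Model: stable PC12, inducible Htt exon1 Q103-GFP. Inducer: tebufenozide, 100 nM final. Compounds: dose series. No G418 in medium.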
RECQ1 helicase = RECQ1 (human) helicase inhibition; P46063; RECQ1 DNA unwinding, red fluorescence kinetic read; Potency, µM (highest dose often 57.3 µM), inactives show at the highest dose activity, negative = inhibition, usual class: inhibitors; hit rate 0.54% among 240,000; AID 2549;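 further: plate controls were vehicle for no effect and no enzyme for full effect; nearly all actives have a fitted effect of over 30% in size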
Target sequence (P46063 whole entry, looked up): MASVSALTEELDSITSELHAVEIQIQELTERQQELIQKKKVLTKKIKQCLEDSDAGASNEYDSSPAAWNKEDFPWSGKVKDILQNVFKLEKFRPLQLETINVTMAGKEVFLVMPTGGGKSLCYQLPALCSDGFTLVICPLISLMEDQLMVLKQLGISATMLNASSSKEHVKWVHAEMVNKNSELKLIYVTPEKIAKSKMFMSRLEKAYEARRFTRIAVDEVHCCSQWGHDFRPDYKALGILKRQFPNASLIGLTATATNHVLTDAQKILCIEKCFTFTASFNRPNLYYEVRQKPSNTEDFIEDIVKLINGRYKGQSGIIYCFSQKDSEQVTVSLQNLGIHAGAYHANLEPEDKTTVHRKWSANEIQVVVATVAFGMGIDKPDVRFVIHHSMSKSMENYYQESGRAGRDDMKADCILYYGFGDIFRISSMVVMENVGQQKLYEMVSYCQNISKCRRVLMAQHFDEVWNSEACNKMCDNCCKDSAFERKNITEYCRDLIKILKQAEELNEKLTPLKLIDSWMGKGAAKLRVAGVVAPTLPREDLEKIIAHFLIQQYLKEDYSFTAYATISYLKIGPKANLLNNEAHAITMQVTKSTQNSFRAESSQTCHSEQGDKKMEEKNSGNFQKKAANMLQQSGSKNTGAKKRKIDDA
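50 nM RECQ1T1 preincubated 15 min with compound in Tris pH 8.0 buffer with MgCl2, DTT, Tween-20 and 2.5 ug/ml poly(dI-dC); started with 200 nM TAMRA/BHQ-2 forked duplex and 2 mM ATP. Unwinding read as fluorescence (525/598 nm), two reads 2 h apart.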
TexasRed fluor = counter-screen for TRb-SRC2 inhibitors: fluorescence interference | TRb/SRC2 Texas Red total fluorescence interference | Potency, µM (series often up to 106 µM), for inactives: top-dose fluorescence change, negative = quenching | hit rate 0.29% among 280,000 | AID 1479; active means well fitted curve in either direction with a large enough effect; inconclusive means small, poorly fitted or top-dose-only effect; further: on the % scale 0 is the no-effect control and ±100 the full control effect
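Human TRb ligand-binding domain at 0.6 uM with 20 nM Texas Red SRC2 peptide in Tris buffer containing 1 uM T3 and 5% DMSO, incubated with compound 5 h at ambient temperature. Total fluorescence (555/632 nm) calculated as parallel + 2 × perpendicular.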
Tau fluor cs = counter-screen for tau fibril formation inhibitors; tau K18 P301L Alexa594 fluorescence, heparin fibrillization; Potency, µM (highest dose often 57.7 µM), for the others: top-dose activity change, negative = decrease; hit rate 0.93% among 280,000; AID 1463; further: on the % scale 0 is the no-effect control and ±100 the full control effect; nearly all actives have a fitted effect of over 55% in size
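Human K18 P301L tau (15 uM unlabeled plus 0.24 uM Alexa 594-labeled, final) in 100 mM sodium acetate pH 7 was mixed with compound and 20 uM heparin and incubated 6 hr at 37 C.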
L3MBTL1 inh = L3MBTL1 (human) inhibition; Q9Y468; hit rate 0.66% among 230,000; Potency, µM (top dose mostly 57.1 µM), for inactives: at the highest dose activity, negative = inhibition, most hits filed as inhibitors; AlphaScreen L3MBTL1–H3K9me1 peptide binding; AID 485360; further: on the % scale 0 is the no-effect control and ±100 the full control effect; nearly all actives have a fitted effect of over 60% in size
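Read-out is AlphaScreen signal from streptavidin donor and nickel chelate acceptor beads (10 ug/mL final each) bridging L3MBTL1 (50 nM) and biotinylated K9-monomethylated H3(1-15) peptide (75 nM), after 30 min compound exposure at room temperature.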
TRb-SRC2 inh = inhibitors of human thyroid hormone receptor beta-SRC2 interaction; P10828; TRbeta-SRC2 peptide binding, fluorescence polarization; receptor liganded with 1 µM T3; Potency, µM (top dose mostly 106 µM), for inactives: top-dose activity change, negative = inhibition, hits mostly inhibitors; hit rate 0.065% among 280,000; AID 1469;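 further: plate controls were bound peptide for no effect and peptide without receptor for full effect; nearly all actives have a fitted effect of over 50% in size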
Target sequence (P10828 whole entry, looked up): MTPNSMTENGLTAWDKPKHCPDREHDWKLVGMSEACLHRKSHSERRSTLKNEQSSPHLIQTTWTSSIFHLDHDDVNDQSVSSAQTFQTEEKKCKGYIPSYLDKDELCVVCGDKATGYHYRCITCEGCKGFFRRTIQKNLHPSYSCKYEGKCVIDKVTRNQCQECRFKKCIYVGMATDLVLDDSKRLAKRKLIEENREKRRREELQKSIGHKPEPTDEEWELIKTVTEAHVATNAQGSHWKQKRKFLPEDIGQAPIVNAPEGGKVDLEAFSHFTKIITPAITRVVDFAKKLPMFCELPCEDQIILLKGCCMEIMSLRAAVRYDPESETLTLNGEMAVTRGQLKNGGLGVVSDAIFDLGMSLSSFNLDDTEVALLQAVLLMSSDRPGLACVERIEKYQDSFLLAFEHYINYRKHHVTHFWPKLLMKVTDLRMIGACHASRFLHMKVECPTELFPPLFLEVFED
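Decrease in fluorescence polarization of 20 nM Texas Red SRC2 coactivator peptide flagged inhibition of its binding to 0.6 uM TRb LBD; 1 uM T3 included, incubation 5 hr, ex 555/em 632 nm.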
Tau fibril ThT = blocks human tau fibril formation measured by thioflavin T; P10636; recombinant tau K18 P301L (four-repeat tau fragment), heparin-induced fibrillization, ThT fluorescence; Potency, µM (highest dose often 57.4 µM), for inactives: top-dose activity, negative = inhibition, actives largely listed as inhibitors; hit rate 2.1% among 270,000; AID 1460; further: on the % scale 0 is the no-effect control and ±100 the full control effect; nearly all actives have a fitted effect of over 55% in size
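Tau K18 P301L fragment (15 uM unlabeled plus 0.24 uM Alexa 594-labeled) in 100 mM sodium acetate pH 7 with compound, fibrillization induced by 20 uM heparin for 6 hr at 37 C. Thioflavin T (30 uM) added, fluorescence read after 1 hr (ex 450, em 510 nm).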
Tau FP inhib = blocks human tau fibril formation measured by polarization; K18 P301L tau heparin fibrillization, Alexa594 FP, 6 h; AID 1468; P10636; hit rate 0.39% among 280,000; Potency, µM (highest dose often 57.7 µM), for the others: at the top dose activity, negative = inhibition, usual class: inhibitors; further: on the % scale 0 is the no-effect control and ±100 the full control effect; nearly all actives have a fitted effect of over 55% in size
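Human tau K18 […] P301L fragment, 15 uM unlabeled plus 0.24 uM Alexa 594-labeled tau (final), with compound and 20 uM heparin in 100 mM sodium acetate pH 7; 6 hr at 37 C, then Alexa 594 FP read.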
An asterisk follows results filed as active; i = inactive; ? = inconclusive; . = no result given; & = joins results of further samples; [ ] = remark or other dose. Unless noted, the call rests on the fitted dose curve; in most records, active means well fitted curve in the direction sought with a large enough effect; inconclusive means small, poorly fitted or top-dose-only effect, or another doubt; inactive means no such curve, though single readings can be large; an effect the other way counts as inactive or inconclusive. Potency means the concentration at half of the fitted maximal effect. Only part of the results is shown; the hit share may differ from the screen's.

SMILES	HTT cytoprotect	RECQ1 helicase	TexasRed fluor	Tau fluor cs	L3MBTL1 inh	TRb-SRC2 inh	Tau fibril ThT	Tau FP inhib
CC(C)(C)c1n[nH]c2c1CCCC2	.	-3%	-3%	12%	1%	0%	7%	6%
Cc1ccc(CNC(=O)C2CCCN(c3nc4ccccc4n4cccc34)C2)cc1 (configuration not stated)	.	.	?	-13%	.	7%	-4%	-3%
Cc1nnc(N2CCC(C(=O)NC3CCCCC3)CC2)c2nn(-c3ccc(Cl)cc3)c(C)c12	.	.	0%	-18%	.	-4%	?	-4%
O=C(c1ccc2c(Cl)c3c(nc2c1)CCCC3)N1CCN(c2ccccc2F)CC1	.	.	2%	-14%	.	9%	?	-2%
Cc1cc(NC(=O)Cn2nc3c(cc2=O)CCCC3)ccc1Br	-24%	-4%	4%	-15%	7%	-1%	-3%	-9%
CCCOC(=O)c1ccc(NC(=O)C2CC(=O)N(c3ccc(C)cc3)C2)cc1 (configuration not stated)	.	.	0%	-21%	.	-5%	-5%	-4%
CC(C)c1ccccc1OCCCCCNCCO	-7%	-10%	0%	-3%	-3%	12%	-2%	5%
Oc1ccc(-c2nnc(SCC3CCCCC3)o2)cc1	-11%	-8%	-6%	-27%	2%	-1%	-9%	-13%
COC(=O)[C@H](CCSC)NC(=O)Nc1ccc(S(N)(=O)=O)cc1	9%[10 µM]	9%	-1%	-12%	1%	5%	-8%	-2%
O=C1C[C@@H]2CCN3C(=O)CCC[C@@H]([C@H]23)[C@@H]1Cc1ccccc1	-9%	-17%[81.1 µM]	2%	-8%[81.3 µM]	13%	3%	-9%[81.4 µM]	2%[81.3 µM]
COc1cc2c(C(=O)N3CCN(c4ccccc4)CC3)c(C)oc2cc1Br	-28%	-5%	-1%	-20%	-9%	1%	-17%	2%
Nc1cnn(C2CCCO2)c(=O)n1 (configuration not stated)	4%[10 µM]	14%	2%	-4%	-3%	1%	2%	1%
O=C(CCS(=O)(=O)c1ccc(Br)s1)N1CCc2ccccc21	-18%	-2%	-1%	-11%	5%	-11%	-11%	1%
CCC/C(O)=C1\C(=O)CC(C)(C)CC1=NCc1ccccc1	-1%[10 µM]	-1%	0%	-3%	8%	-4%	-3%	-2%
Cc1cc(N(C)C)c(C#N)c(N2CCOCC2)n1	-6%[0.074 µM]	i	2%	6%	8%	4%	0%	3%
CCOC(=O)c1ccc(-n2c(=S)sc3c(=O)[nH]c(C)nc32)cc1	-12%[1.9 µM]	-17%	2%	-9%	-2%	-4%	?	-5%
CC(=O)Nc1ccc2nc3c(=O)[nH]c(=O)[nH]c3nc2c1	.	.	-6%	?	.	4%	?	?
O=C(CNS(=O)(=O)c1cccs1)N1CCN(c2ccccn2)CC1	8%	4%	-2%	-5%	6%	-15%	-6%	-4%
Cc1cc2c(c(=O)n1C1CC1)C(c1cccc(Cl)c1)C(C#N)=C(N)O2 (configuration not stated)	-3%	15%	-2%	-3%	2%	-2%	-1%	-3%
COC(=O)c1sccc1NC(=O)c1cccnc1	-18%	-5%	1%	3%	.	1%	-5%	0%
COC(=O)C1C2C=CC(C3CC23)C1C(=O)OCC(=O)c1ccc(OC)cc1 (configuration not stated)	-4%	6%	3%	-13%	-13%	7%	-17%	-4%
CN1CCCN(Cc2nc(-c3cccc(C(F)(F)F)c3)no2)CC1	-54%	-1%	-4%	-8%	-11%	-1%	-13%	-3%
CO/N=C/c1ccc(N2CCOCC2)c([N+](=O)[O-])c1	21%[10 µM]	-4%	-3%	7%	-8%	6%	?	3%
CN1CCN(S(=O)(=O)c2ccc(N3CCc4ccccc4C3)nc2)CC1	.	7%	-2%	1%	-18%	-3%	4%	4%
CNC(=O)CSc1nnc(-c2cnccn2)n1C	.	i	-5%	1%	6%	1%	7%	-5%
COC(=O)c1[nH]c2ccc(F)cc2c1NC(=O)Nc1ccc(OC)cc1	-16%	i	-4%	-25%	-4%	-10%	-16%	-1%
CN(C)CCSc1nc(N)c2c3c(sc2n1)CN(C)CC3	2%[0.074 µM]	-3%	-1%	-3%	-3%	-5%	?	?
COc1cccc(OC)c1OCC(C)CNCC1CCCO1 (configuration not stated)	-15%	-2%	1%	4%	.	-7%	-7%	12%
CC(C)CNC(=O)NC1C(NC(=O)NCC(C)C)N(C)C(=O)N1C (configuration not stated)	-7%	-15%	3%	-1%	0%	1%	-5%	1%
C[n+]1cccc(CNC(=O)/C=N/O)c1	-44%[inhibitor]	-4%	2%	-2%	4%	5%	-2%	-4%
COc1ccc2c(c1)O[C@H](c1cccc(C(F)(F)F)c1)[C@@H](O)C2=O	-16%[10 µM]	i[11.5 µM]	2%[11.2 µM]	-7%[11.6 µM]	.	0%[11.2 µM]	-7%[11.5 µM]	-7%[11.6 µM]
O=C(Cc1ccccc1)NCC1OCCc2ccccc21 (configuration not stated)	5%[10 µM]	i	-6%	1%	0%	-9%	-1%	-2%
O=C1CCc2cc(S(=O)(=O)N3CCC(C(=O)NCc4ccccn4)CC3)ccc2N1	-11%	-4%	-1%	-6%	-4%	-8%	-13%	0%
COc1cccc(C2C(C#N)=C(N)Oc3cc(C)n(Cc4ccco4)c(=O)c32)c1 (configuration not stated)	7%	-2%	2%	-17%	-8%	-11%	?	2%
CCOC(=O)C(=O)C1(C(=O)OCC)Oc2cc(OC)cc(OC)c2C(=O)C1c1ccccc1 (configuration not stated)	.	-5%	-8%	-7%	.	1%	3%	-10%
COc1ccc(C(=O)N/C(=C\c2cn(C)c3ccccc23)C(=O)OCCN(C)C)cc1	18%[10 µM]	i	4%	-10%	-6%	-2%	-16%	-12%
Nc1nc(=S)c2ncn(C3OC(CO)C(O)C3O)c2[nH]1 (configuration not stated)	3%[10 µM]	?	-6%	?	25µM*	2%	11µM*	?
N/C(CCS(=O)(=O)c1ccc(Cl)cc1)=N\OC(=O)c1ccccc1Cl	7%[10 µM]	-19%	0%	-22%	4%	7%	-10%	-5%
O=C(N/N=C/c1cccc(O)c1)NC1CCCCC1	-41%[inhibitor]	-7%	-3%	-10%	-2%	-3%	0%	-3%
COc1ccc(-n2c(SCC(=O)O)nc3sc4c(c3c2=O)CCC4)cc1	.	i	-1%	3%	-4%	-4%	-7%	10%
Cc1ccc(S(=O)(=O)n2ccc(OC(=O)c3cccs3)n2)cc1	7%[10 µM]	-13%	-2%	-15%	8%	1%	?	15%
CC(C)Nc1cc(N2CCCC2)ccc1[N+](=O)[O-]	7%	-15%	-2%	-9%	-5%	-7%	?	-3%
CCc1cccc2c1NC(=O)C21N2CCCC2C(C(=O)c2ccc3ccccc3c2)C12C(=O)Nc1ccccc12 (configuration not stated)	-18%[10 µM]	-7%	3%	-3%	-2%	6%	-12%	-3%
CCOc1ccc(/C=C/c2nc3ccccc3n2S(=O)(=O)c2ccc(Br)cc2)cc1	.	.	-2%	-25%	.	3%	-17%	?
CC(NC(=O)c1cccnc1)C(c1cccs1)N1CCN(c2ccccc2F)CC1 (configuration not stated)	16%[10 µM]	i	-1%	-5%	.	4%	.	-3%
CCOC(=O)c1sc(NC(=O)c2ccc(C)o2)nc1C	-107%[inhibitor]	-2%	-1%	-1%	-4%	-3%	-16%	-3%
Cc1nnc(N(C)C(=O)c2cnccn2)s1	9%[10 µM]	-7%	0%	-7%	2%	8%	-11%	3%
O=C(O)c1ccccc1Nc1cccc(OCc2ccc3ccccc3n2)c1	?	i	-6%&-3%	8.9µM*[quencher]	?	1%&7%	14µM*	-2%&-12%
CC(=O)OC1CC(OC(C)=O)[C@]2(C)C(CC(O)[C@]3(C)C2CC[C@@]2(C)C(c4ccoc4)OC(=O)C4O[C@]432)C1(C)C (some centres not stated)	-13%	i	-2%	-17%	.	-2%	-20%	3%
Cc1ccc(-c2nnc(Oc3cccc(C)c3)c3ccccc23)cc1	-15%[10 µM]	-2%	-1%	-6%	9%	-2%	-18%	-2%

Compound profiles, as listed above. Order of values: HTT cytoprotect, RECQ1 helicase, TexasRed fluor, Tau fluor cs, L3MBTL1 inh, TRb-SRC2 inh, Tau fibril ThT, Tau FP inhib
CCOC(=O)c1sc(NC(=O)c2ccc(C)o2)nc1C is entered as -107%[inhibitor], -2%, -1%, -1%, -4%, -3%, -16%, -3%
CCc1cccc2c1NC(=O)C21N2CCCC2C(C(=O)c2ccc3ccccc3c2)C12C(=O)Nc1ccccc12 (configuration not stated) is entered as -18%[10 µM], -7%, 3%, -3%, -2%, 6%, -12%, -3%
Cc1ccc(-c2nnc(Oc3cccc(C)c3)c3ccccc23)cc1 is entered as -15%[10 µM], -2%, -1%, -6%, 9%, -2%, -18%, -2%
Cc1ccc(S(=O)(=O)n2ccc(OC(=O)c3cccs3)n2)cc1 is entered as 7%[10 µM], -13%, -2%, -15%, 8%, 1%, ?, 15%
O=C(O)c1ccccc1Nc1cccc(OCc2ccc3ccccc3n2)c1 is entered as ?, i, -6%&-3%, 8.9µM*[quencher], ?, 1%&7%, 14µM*, -2%&-12%

Additional results.
SMILES	HTT cytoprotect	RECQ1 helicase	TexasRed fluor	Tau fluor cs	L3MBTL1 inh	TRb-SRC2 inh	Tau fibril ThT	Tau FP inhib
O=C(NCCN1Cc2ccccc2C1=O)c1cccs1	-6%[0.074 µM]	-10%	0%	-7%	.	-3%	-12%	0%
CCc1ccc(-n2nnc(-c3nc(-c4ccccc4)no3)c2C)cc1	.	.	0%	-11%	.	-10%	-9%	?
O=C1S/C(=C\c2ccccc2)C(=O)N1CC(O)Cn1c2ccccc2c2ccccc21 (configuration not stated)	-8%[10 µM]	-4%	0%	-16%	-3%	3%	-11%	-2%
CC(/C=C/c1ccco1)=N/NC(=O)CNc1ccccc1C	?	-5%	-1%	-19%	.	5%	?	-1%
O=c1[nH]c2ccc(Cl)cc2c(-c2ccccc2)c1CN1CCOCC1	-13%[0.074 µM]	-5%	3%	-14%	-4%	-3%	?	-12%
